High-throughput results deposited in PubChem BioAssay by several laboratories.
Spn MK inh – S. pneumoniae MK inhibitors, primary screen, biochemical, PK/LDH-coupled NADH absorbance; mevalonate kinase [Streptococcus pneumoniae D39]; purified MK, PK/LDH-coupled NADH absorbance 340 nm; inhibition, % at 10 µM; actives 0.48% (n = 65,000); AID 555, 2006;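 active = ranked among the strongest by inhibition in the single 10 µM screen, a fixed top-ranked set picked for dose follow-up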; note: no value below 0 was filed
Alkaline phosphatase – human TNAP enzyme inhibitors, biochemical, luminescent (AID 518) | actives 0.09% (n = 64,000) | purified TNAP enzyme, luminescent substrate readout; higher % means a stronger effect | one-dose inhibition, % at 20 µM; IC50 in µM for titrated hits; in the data active = a potency from the dose series; inactive = the rest, 99 in 100 with inhibition below about 22%;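 note: plate controls were vehicle for no effect and reference inhibitor for full effect; many of its hits are not listed in these tables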
Spn DPM-DC inh – S. pneumoniae DPM-DC inhibitors, primary screen, biochemical, PK/LDH-coupled NADH fluorescence. actives 0.49% (n = 65,000). calls only at 10 µM. purified DPM-DC;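 active = the 320 compounds with the highest percent inhibition in the single-dose primary screen, excluding strongly autofluorescent ones, cut at about 32% in these data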;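 note: kinetic rate of NADH fluorescence loss reporting ADP formed by the decarboxylase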
KRASV12 cytotoxicity – cytotoxicity in KRAS-transformed pancreatic duct cells, primary screen, cell-based, fluorescence, HTS (AID 431) | cytotoxicity, % at 10 µM; hits with a dose series show EC50 in µM | actives 1.7% (n = 63,000) | HPDE-C7K KRASV12 cells, Alamar Blue viability, 48 h; higher % means a stronger effect;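 active = compounds whose percent cytotoxicity in the single-dose primary screen, scaled between solvent and toxic-drug controls, exceeds 50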;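 note: 0% = DMSO solvent wells and 100% = doxorubicin-treated wells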
LYP inhibition – LYP phosphatase inhibitors, primary screen, biochemical, DiFMUP fluorescence, recombinant catalytic domain, 10 µM (AID 606). inhibition, % at 10 µM; hits with a dose series show IC50 in µM. recombinant LYP catalytic domain, DiFMUP fluorescence; higher % means a stronger effect. 52,000 tested, under 10 active. Tyrosine-protein phosphatase non-receptor type 22 (Homo sapiens);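 active = IC50 under 40 µM in the dose-response test; inactive = IC50 of 40 µM or more, or never dose-tested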
HT1080 cytotoxicity – cytotoxicity in HT1080 fibrosarcoma cells, cell-based, fluorescence readout (AID 620); cytotoxicity, % at 10 µM, or EC50 in µM where a hit was titrated; actives 0.42% (n = 87,000); HT1080 viability, fluorescence; higher % means a stronger effect;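 note: cells exposed to compound overnight then 4 h with Alamar Blue; 0% = vehicle DMSO and 100% = killing control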
Bfl-1 displacement – Bfl-1 inhibitors, primary screen, biochemical, fluorescence polarization, FITC-Bid, mouse (AID 432); displacement, % at 20 µM; hits with a dose series show IC50 in µM; actives 0.02% (n = 64,000); FITC-Bid BH3 peptide fluorescence polarization displacement; higher % means a stronger effect; in the data active = a potency from the dose series; inactive = the rest, 99 in 100 with displacement below about 15%; note: strong numbers were not always called active
HPDE-C7 viability – cytotoxicity in HPDE-C7 cells, cell-based, fluorescence, HTS (AID 430); HPDE-C7 pancreatic duct cells viability, fluorescence; higher % means a stronger effect; actives 1.8% (n = 63,000); one-dose cytotoxicity, % at 10 µM; EC50 in µM for titrated hits;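 note: cells exposed to compound for 48 hours before viability readout; 0% = vehicle and 100% = reference cytotoxic drug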
Spn PMK inh – S. pneumoniae PMK inhibitors, primary screen, biochemical, mevalonate pathway, pilot trial included. phosphomevalonate kinase (Streptococcus pneumoniae D39). purified PMK, PK/LDH-coupled NADH absorbance 340 nm. inhibition, % at 10 µM. actives 0.49% (n = 65,000);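 active = top-ranked compounds by inhibition in the single 10 µM screen, taking a fixed number of the strongest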;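 note: 0% = full reaction with DMSO carrier and 100% = background rate without enzyme reaction; no value below 0 was filed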
Spn PMK inh pilot replicates – second read-out of Spn PMK inh, no call of its own (marks repeat the call); inhibition, %; measured here: pilot screen replicates
Spn MK inh pilot replicates – further read-out of Spn MK inh, marked with its call; inhibition, %; measured here: pilot screen replicates
Spn DPM-DC inh pilot screen % – second read-out of Spn DPM-DC inh, no call of its own (marks repeat the call); inhibition, %; measured here: pilot screen trials
* = called active by the depositor; i = inactive; . = no result given. Cut-off read from the data, not from the text of the source, unless noted: active = cytotoxicity above about 50%; inactive = the rest.

SMILES	Spn MK inh	Alkaline phosphatase	Spn DPM-DC inh	KRASV12 cytotoxicity	LYP inhibition	HT1080 cytotoxicity	Bfl-1 displacement	HPDE-C7 viability	Spn PMK inh	others
CCOc1ccc(-c2nnn(CC(=O)c3cc(OC)ccc3OC)n2)cc1	7	0%	i	-10%	11%	-12%	-10%	-7%	3
CCOC(=O)N1CCN(c2cc(C)nc3nc(C)nn23)CC1	5	24%	.	10%	12%	-1%	-2%	6%	4
Cc1cc(NC(=O)c2cccc(N3C(=O)CCC3=O)c2)no1	5	8%	i	-1%	13%	3%	8%	-10%	11
CN(C)c1nc(N)nc(/C(C#N)=C/C2CC3C=CC2C3)n1 (centres undefined)	0	2%	i	-16%	4%	-5%	-6%	-18%	4
COc1ccc(C(=O)c2ccc(OC)c(N)c2)cc1N	6	12%	i	67%*	16%	54%*	-9%	79%*	17	Spn PMK inh pilot replicates=3.0;Spn MK inh pilot replicates=0.5;Spn DPM-DC inh pilot screen %=1.0
CCCCOc1ccccc1C(=O)NCCCCCC(=O)O	3	15%	i	-14%	5%	-20%	-2%	2%	2
Cn1ccnc1SCC(=O)Nc1sccc1C#N	0	20%	i	6%	-4%	3%	-4%	1%	13
S=c1[nH]nc(-c2ccncc2)n1Cc1ccccc1	18	9%	i	10%	0%	-2%	-9%	0%	16
Fc1ccc(Cn2nnnc2C(c2cccs2)N2CCCCCC2)cc1 (centres undefined)	13	6%	i	-3%	.	-17%	-10%	-7%	5
COc1nc(NCCC2=CCCCC2)nc(OC)n1	9	12%	i	.	.	-12%	-5%	.	12
O=C(CCCOc1ccc(Cl)cc1)N1CCCCCC1	6	3%	i	-3%	-5%	-7%	-4%	2%	6
NC1=NC(=Nc2ccccc2)c2ccccc21	12	8%	i	8%	2%	-1%	0%	14%	16
Cc1ccc(-n2nc3c(c2NC(=O)c2ccc(S(=O)(=O)N4CCOCC4)cc2)CSC3)c(C)c1	8	7%	i	-9%	11%	1%	-4%	-12%	10
N#Cc1c(-c2ccccc2)cc(C2CC2)nc1N	1	11%	.	-21%	-11%	-4%	0%	-3%	3
Nc1nc(SCC(=O)N2CCCC2)[nH]c(=O)c1-c1ccccc1	4	6%	i	3%	9%	3%	-6%	-3%	8
COc1cccc(-n2nnc3c(=O)n(Cc4ccc(Cl)cc4)cnc32)c1	2	18%	i	-5%	3%	-2%	1%	2%	9
CC1(C)CC(CCNC(=O)c2ccco2)CC(C)(C)N1	5	14%	i	8%	5%	7%	2%	8%	5	Spn PMK inh pilot replicates=1.5;Spn MK inh pilot replicates=0.0;Spn DPM-DC inh pilot screen %=0.0
CCCOc1ccc(C(C)(O)CN2CCOCC2)cc1 (centres undefined)	0	14%	i	-21%	.	-19%	6%	-21%	2
CCOC(=O)Cn1cnc2c(C#N)c3n(c2c1=O)CCCCC3	10	4%	i	-17%	16%	3%	1%	-9%	5
CCOC(=O)C1CCN(S(=O)(=O)C(F)(F)c2nc3ccccc3s2)CC1	8	13%	i	9%	.	-6%	1%	-4%	0
Cc1oc(-c2cccc(Cl)c2)nc1CN1CCC(C(=O)N2CCN(c3ccccc3F)CC2)CC1	11	15%	i	62%*	1%	0%	-4%	54%*	4	Spn PMK inh pilot replicates=0.0;Spn MK inh pilot replicates=1.5;Spn DPM-DC inh pilot screen %=1.5
CN1/C(=C\C(=O)c2ccco2)c2ccccc2CC1(C)C	10	0%	i	-11%	13%	0%	-2%	-8%	14
O=C(Cn1cc(C(F)(F)F)ccc1=O)N1CCN(S(=O)(=O)c2ccc(Cl)cc2)CC1	0	0%	i	-20%	10%	7%	0%	-24%	11
CC(C)CCn1nnnc1C(c1ccc(F)cc1)N1CCC(C(N)=O)CC1 (centres undefined)	11	10%	i	-2%	-8%	0%	-2%	-10%	6
COc1ccc(-c2nc3c(Br)c(N)c(Br)cc3o2)cc1	11	11%	i	23%	9%	-9%	5%	17%	1
Cc1cc(=O)n2c3c(sc2n1)C(=O)N(Cc1ccccc1)C3=O	6	10%	i	1%	.	-2%	-3%	4%	18
COc1ccccc1OCCNC(=O)c1ccc(S(=O)(=O)N(C)C)cc1	14	-6%	i	-9%	.	8%	-3%	-16%	14
Cc1ccc2nc3ccc(N4CCCC4)nn3c(=O)c2c1	0	3%	i	-3%	17%	4%	-5%	5%	16
Cn1c(=O)c2c(nc(NCCCN3CCOCC3)n2Cc2ccc(Cl)cc2Cl)n(C)c1=O	9	3%	i	1%	4%	8%	-1%	4%	12
NC(=O)CSc1nc(O)cc(=O)n1-c1ccccc1	2	11%	i	-1%	6%	-6%	-1%	-15%	0
CCCCOc1ccccc1/C=c1/sc2nc(-c3oc4ccccc4c3C)nn2c1=O	1	11%	i	16%	6%	-1%	0%	19%	8
CN(C)CCNS(=O)(=O)c1ccc(Cl)cc1	4	6%	i	-17%	10%	-8%	-2%	-8%	0
COc1cc(C2CC(=O)NC3=C2C(=O)CC(C)(C)C3)cc(OC)c1O (centres undefined)	6	10%	i	4%	.	3%	-3%	-2%	18
Cc1c(C(=O)OCCOC(C)C)[nH]c2c1C(=O)CC(c1ccco1)C2 (centres undefined)	0	19%	i	68%*	2%	66%*	4%	60%*	7	Spn PMK inh pilot replicates=0.0;Spn MK inh pilot replicates=1.5;Spn DPM-DC inh pilot screen %=0.5
COc1ccc(S(=O)(=O)Nc2ccc(CC#N)cc2)cc1	3	6%	i	-3%	4%	-2%	-2%	2%	1
Cn1c(=O)c2c(nc(SCC(=O)NCC3CCCO3)n2C)n(C)c1=O (centres undefined)	6	5%	i	-9%	17%	-10%	3%	-8%	8
Cc1ccc(CNC(=O)C2CCCN(S(C)(=O)=O)C2)cc1 (centres undefined)	7	5%	i	-13%	-6%	.	-8%	-6%	0
CC1(C(=O)NC2CCCCCCC2)CCC(=O)N1Cc1cccnc1 (centres undefined)	0	2%	i	-17%	5%	-2%	-2%	-9%	21
Cc1noc(C(=O)N2CCN(c3ccc(F)cc3)CC2)c1Cl	5	3%	i	4%	-6%	1%	3%	-11%	4
COc1ccc(CCNC(=O)C2CCN(S(=O)(=O)N3CCCCCC3)CC2)cc1OC	0	2%	i	-14%	-2%	-1%	8%	-13%	21
COc1cc(C2C(C(=O)c3sc(C)nc3C)=C(O)C(=O)N2CCN(C)C)cc(OC)c1OC (centres undefined)	0	8%	i	8%	8%	-1%	-2%	3%	17
O=C(CSc1nnc(-c2ccccc2)o1)Nc1ccccc1F	5	4%	i	-2%	4%	.	0%	-4%	4
COc1ccc(CCn2c(-c3ccco3)nc3nc4ccccc4nc32)cc1	0	19%	i	0%	12%	1%	-12%	-1%	9	Spn PMK inh pilot replicates=0.5;Spn MK inh pilot replicates=0.0;Spn DPM-DC inh pilot screen %=12
C=CCn1c(NCc2ccc(N(C)C)cc2)nc2ccccc21	4	-3%	i	6%	-2%	.	-6%	7%	9
COC(=O)c1ccc2c(=O)n(CCCCCC(=O)N3CCN(c4ccccc4)CC3)c(=O)[nH]c2c1	1	6%	i	6%	1%	2%	-13%	26%	14
O=C(Nc1ccc2oc(-c3ccc(F)cc3)nc2c1)c1ccccc1F	7	8%	i	.	15%	15%	-5%	.	9
COC(=O)Cn1c(=N)n(CCN2CCCCC2)c2ccccc21	5	6%	i	-14%	10%	-13%	3%	-8%	10
O=C(CCOc1ccccc1)Nc1ccc(S(=O)(=O)N2CCCC2)cc1	6	11%	i	12%	3%	-3%	2%	0%	7
C=CCOC(=O)C(C#N)c1nc2ccccc2nc1N1CCCC1 (centres undefined)	10	6%	i	-4%	26%	-2%	0%	-22%	14
CC1CC(C)(C)Nc2ccc(OC(=O)c3ccco3)cc21 (centres undefined)	3	13%	i	9.8µM*	1%	.	-7%	10µM*	6
CC1CN(Cc2nc3c(c(=O)n(C)c(=O)n3C)n2Cc2ccccc2)CC(C)O1 (centres undefined)	9	6%	i	-2%	6%	-8%	-4%	6%	4
O=C(NCc1ccccn1)c1ccc(Br)s1	0	8%	i	-7%	.	0%	-9%	-13%	2
CCC1(C)Cc2nc3sc(C(=O)O)c(N)c3cc2CO1 (centres undefined)	4	2%	i	2%	7%	13%	-10%	-8%	0
CCn1c(SCC(=O)C(C)(C)C)nnc1-c1ccccc1OC	8	7%	i	-10%	1%	16%	-2%	-7%	6

Entries shown so far that have fluorine:
SMILES	Spn MK inh	Alkaline phosphatase	Spn DPM-DC inh	KRASV12 cytotoxicity	LYP inhibition	HT1080 cytotoxicity	Bfl-1 displacement	HPDE-C7 viability	Spn PMK inh	others
Fc1ccc(Cn2nnnc2C(c2cccs2)N2CCCCCC2)cc1 (centres undefined)	13	6%	i	-3%	.	-17%	-10%	-7%	5
CCOC(=O)C1CCN(S(=O)(=O)C(F)(F)c2nc3ccccc3s2)CC1	8	13%	i	9%	.	-6%	1%	-4%	0
Cc1oc(-c2cccc(Cl)c2)nc1CN1CCC(C(=O)N2CCN(c3ccccc3F)CC2)CC1	11	15%	i	62%*	1%	0%	-4%	54%*	4	Spn PMK inh pilot replicates=0.0;Spn MK inh pilot replicates=1.5;Spn DPM-DC inh pilot screen %=1.5
O=C(Cn1cc(C(F)(F)F)ccc1=O)N1CCN(S(=O)(=O)c2ccc(Cl)cc2)CC1	0	0%	i	-20%	10%	7%	0%	-24%	11
CC(C)CCn1nnnc1C(c1ccc(F)cc1)N1CCC(C(N)=O)CC1 (centres undefined)	11	10%	i	-2%	-8%	0%	-2%	-10%	6
Cc1noc(C(=O)N2CCN(c3ccc(F)cc3)CC2)c1Cl	5	3%	i	4%	-6%	1%	3%	-11%	4
O=C(CSc1nnc(-c2ccccc2)o1)Nc1ccccc1F	5	4%	i	-2%	4%	.	0%	-4%	4
O=C(Nc1ccc2oc(-c3ccc(F)cc3)nc2c1)c1ccccc1F	7	8%	i	.	15%	15%	-5%	.	9
